Screens (PubChem)
aSyn yeast inh: alpha-synuclein toxicity inhibition in yeast; Yeast expressing alpha-synuclein, growth rescue, BacTiter-Glo, 24 h; Potency, µM (titrated, usually from 46.1 µM), for inactives: top-dose growth rescue (activation), usual class: activators; hit rate 0.14% among 370,000; AID 652106; further: potency means the concentration at half of the fitted maximal effect; % of control where 0% means no effect; nearly all actives have a fitted effect of over 65% in size
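Readout is rescue of growth in alpha-synuclein-expressing yeast, so inhibitors of toxicity appear as activators. Growth after 24 hr at 30 deg C in galactose medium is quantified by luminescence.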
KB-V1 MDR tox: kills drug-selected multidrug resistant KB-V1 cells. KB-V1 MDR cells viability, CellTiter-Glo, 72 h. Potency, µM (series often up to 46.1 µM), for inactives: top-dose activity change, negative = cytotoxicity, actives largely listed as cytotoxic. hit rate 3.4% among 400,000; further: potency means the concentration at half of the fitted maximal effect; on the % scale 0 is the no-effect control and ±100 the full control effect; nearly all actives have a fitted effect of over 60% in size
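Following 72 h at 37 degrees C with compound, KB-V1 cell viability was read by CellTiter-Glo luminescence, medium being phenol-red-free DMEM plus 10% FBS; concentration-response parameters came from normalized, curve-fitted qHTS data.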
D3 ag: D3 dopamine receptor (human) agonism. P35462. D3R DiscoveRx beta-arrestin cells, luminescence, 90 min. max activation, %. hit rate 0.58% among 410,000. AID 652048; in the data active means max activation above about 30%; further: 0% is about no effect; mostly tested at two doses, the higher about 12 µM
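Agonist mode: compounds and dopamine controls were applied to plated cells for 90 min at 37 degrees C after an overnight attachment at 1500 cells/well. Luminescent read-out followed 30 - 60 minutes at room temperature with DiscoveRx detection reagent.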
TDP43 rescue: rescues yeast growth from TDP-43 toxicity; Potency, µM (series often up to 46.1 µM), without a hit: at the highest dose growth rescue (activation), most hits filed as activators; hit rate 1.8% among 410,000; TDP-43 expressing yeast growth rescue, BacTiter-Glo, 24 h; AID 652104; further: potency means the concentration at half of the fitted maximal effect; % of control where 0% means no effect; nearly all actives have a fitted effect of over 50% in size
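Readout is BacTiter-Glo luminescence of cell growth, so inhibitors register as activators. TDP-43-expressing yeast at OD600=0.02 in galactose medium, after raffinose pregrowth to mid-log, were incubated with compound for 24 hr at 30 deg C.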
PTHR1 agonist: PTHR1 (human) receptor agonism; AID 743266; HEK293 GP2 PTHR1 cells, GloSensor cAMP luminescence, 1 h; Q03431; hit rate 0.075% among 410,000; Potency, µM (titrated, usually from 115 µM), for the others: top-dose activation, actives largely listed as activators; further: potency means the concentration at half of the fitted maximal effect; nearly all actives have a fitted effect of over 55% in size; some results filed as inactive show a strong effect at the top dose; inactives centre near -15; many of its hits are not listed in these tables
Target sequence (Q03431 whole entry, looked up): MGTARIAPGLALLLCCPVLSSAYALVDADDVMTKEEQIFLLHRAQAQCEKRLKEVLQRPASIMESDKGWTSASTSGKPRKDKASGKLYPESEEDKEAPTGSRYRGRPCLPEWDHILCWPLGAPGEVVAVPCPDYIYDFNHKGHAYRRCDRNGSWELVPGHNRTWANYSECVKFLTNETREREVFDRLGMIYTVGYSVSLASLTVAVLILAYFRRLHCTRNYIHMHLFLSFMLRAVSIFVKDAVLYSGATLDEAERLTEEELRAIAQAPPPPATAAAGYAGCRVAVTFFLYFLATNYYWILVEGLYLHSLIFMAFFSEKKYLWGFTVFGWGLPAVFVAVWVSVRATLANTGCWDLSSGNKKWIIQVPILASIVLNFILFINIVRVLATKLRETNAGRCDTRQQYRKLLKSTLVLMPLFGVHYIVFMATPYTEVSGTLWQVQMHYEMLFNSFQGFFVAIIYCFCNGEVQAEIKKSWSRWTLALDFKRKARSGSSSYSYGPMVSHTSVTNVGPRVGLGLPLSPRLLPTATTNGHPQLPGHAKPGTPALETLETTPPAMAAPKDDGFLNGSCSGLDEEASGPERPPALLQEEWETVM
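HEK-293-derived GP2 cells expressing PTHR1 and a GloSensor cAMP reporter, 3,000/well, plated overnight, given luciferin plus IBMX (each 0.5 mM as added) for 1 h at 37 °C, then compound for 1 h at 37 °C. Luminescence was read after 15 min at room temperature.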
GLP-1R agonist: activates the human GLP-1 receptor. HEK293 GLP-1R CRE-luciferase, luminescence, 4-6 h; cells express a hypersensitive GLP-1R form. Potency, µM (doses to about 45.6 µM), without a hit: top-dose activation, most hits filed as activators. hit rate 0.007% among 380,000; further: potency means the concentration at half of the fitted maximal effect; % of control where 0% means no effect
Target sequence (P43220 whole entry, looked up): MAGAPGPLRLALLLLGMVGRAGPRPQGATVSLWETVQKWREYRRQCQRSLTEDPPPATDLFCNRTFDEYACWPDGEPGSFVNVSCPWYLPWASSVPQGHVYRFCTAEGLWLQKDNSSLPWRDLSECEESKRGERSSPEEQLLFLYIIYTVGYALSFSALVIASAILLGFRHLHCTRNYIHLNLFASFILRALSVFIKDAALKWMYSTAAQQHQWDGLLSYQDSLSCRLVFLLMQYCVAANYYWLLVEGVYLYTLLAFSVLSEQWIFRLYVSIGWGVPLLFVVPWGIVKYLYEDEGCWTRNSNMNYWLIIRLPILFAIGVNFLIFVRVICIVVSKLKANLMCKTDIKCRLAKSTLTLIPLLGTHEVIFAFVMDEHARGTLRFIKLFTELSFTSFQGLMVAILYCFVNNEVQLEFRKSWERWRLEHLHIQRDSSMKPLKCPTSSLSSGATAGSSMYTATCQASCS
D3 antag: antagonists of human D3 dopamine receptor; P35462; hit rate 2.5% among 360,000; D3R cells, DiscoveRx beta-arrestin luminescence, antagonist mode; hits give low values; AID 652054; max response, negative = inhibition, %; in the data active means max response below about -50%; inconclusive means no clear call, values can overlap the other calls; further: on the % scale 0 is the no-effect control and ±100 the full control effect; mostly tested at two doses, the higher about 12 µM
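Cells expressing the human receptor were seeded at 1500 cells/well, incubated overnight at 37 degrees C in 5% CO2, then exposed to library compounds with dopamine controls for 90 minutes at 37 degrees C before luminescent detection.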
GLP1R cytotox: cytotoxic in the GLP-1 receptor inverse agonist counter-screen; HEK293 cAMP-luciferase reporter cells, luminescence, 24 h; Potency, µM (titrated, usually from 38.3 µM), inactives show top-dose activity change, negative = inhibition, most hits filed as inhibitors; hit rate 0.13% among 410,000; AID 624418;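 further: loss of luciferase light is scored as toxicity; potency means the concentration at half of the fitted maximal effect; on the % scale 0 is the no-effect control and ±100 the full control effect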
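A 23 nL compound transfer followed 12 hours of cell culture at 37 deg C; exposure then lasted 24 hr. Luciferase assay detection reagent was dispensed and plates read for luminescence after a 12 min room-temperature wait.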
GLP-1R inv ag: inverse agonists of human GLP-1 receptor | HEK293 GLP-1R CRE-luciferase, luminescence, 24 h; GLP-1R form is constitutively active | Potency, µM (series often up to 38.3 µM), for inactives: at the top dose activity change, negative = inhibition, usual class: inhibitors | hit rate 1.6% among 410,000; further: potency means the concentration at half of the fitted maximal effect; on the % scale 0 is the no-effect control and ±100 the full control effect; nearly all actives have a fitted effect of over 55% in size
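HEK293 cells stably co-expressing a cAMP-responsive luciferase reporter and constitutively active GLP-1R were seeded, incubated 12 h, then exposed to compounds for 24 h at 37 C. Luminescence was read 12 min after detection reagent; inverse agonists lower signal.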
Active calls of the source: *; i = inactive; ? = inconclusive; · = no result given; & = joins results of further samples; [ ] = remark or other dose. Unless noted, the call rests on the fitted dose curve; in most records, active means well fitted curve in the direction sought with a large enough effect; inconclusive means small, poorly fitted or top-dose-only effect, or another doubt; inactive means no such curve, though single readings can be large; an effect the other way counts as inactive or inconclusive. This is a subset; the hit share may differ from the screen's.

SMILES | aSyn yeast inh | KB-V1 MDR tox | D3 ag | TDP43 rescue | PTHR1 agonist | GLP-1R agonist | D3 antag | GLP1R cytotox | GLP-1R inv ag
Cc1ccc(-n2c(O)c(C=Nc3ccccc3-c3n[nH]c(=S)[nH]c3=O)c3ccccc3c2=O)cc1C | -5% | 0% | 4 | 0%[9.22 µM] | -35%[inhibitor] | 10% | -7 | ? | -39%
COc1cc(CC(=O)N2CCc3ccccc32)cc(OC)c1OC | 5% | ? | -1 | 0% | -32% | 6% | 15 | -8% | -5%
Cc1ccc(-n2nc(C)c(C(C)(O)C(F)(F)F)c2N)cc1 (stereo not drawn) | -3% | 1% | 2 | -14% | -19% | -11% | 13 | -14% | 1%
CCOc1ccc(S(=O)(=O)Nc2cccc(C)c2)c2cccnc12 | 3% | -15%&-1% | 1&13 | -5%&-8% | -16% | 2%&20% | 22 | -8%&-9% | 14%&24%
CS(=O)(=O)N(CCc1ccccc1)CC(=O)NCc1ccccc1Cl | 2% | ? | 7 | -5% | -6% | 10% | 15 | -7% | ?
O=C(CSc1nc2ccccc2c(=O)n1-c1ccccc1)N1CCN(CCO)CC1 | 2% | 14% | 1 | 11% | -1%[57.5 µM] | 7% | 15 | -14% | 0%
CNC(=O)C1CCN(Cc2cc3ccccc3n2Cc2cccc(C)c2)CC1 | · | -5% | -17 | 19% | i | · | · | 5% | ?
CCOC(=O)C1CCCN(Cc2cn3c(-c4cccc(Br)c4)nnc3s2)C1 (stereo not drawn) | · | 0% | 0 | 13% | -5% | · | · | 2% | 14%
O=C(CN1C(=O)c2cccc3cccc(c23)C1=O)NCCN1CCOCC1 | 3% | 17% | 14 | 0% | -11% | 0% | 1 | 6% | 17%
CCCCN(C(=O)c1cccc(S(=O)(=O)N2CC(C)OC(C)C2)c1)c1c(N)n(CC(C)C)c(=O)[nH]c1=O (stereo not drawn) | 0% | 0% | 0 | 18% | i | -3% | -4 | 7% | 19%
CCN(CC)S(=O)(=O)c1ccc(NC(=O)COc2nc3ccccc3nc2N2CCOCC2)cc1 | -2% | -5% | -11 | 29% | i | 5% | -12 | -11% | ?
CCOC(=O)c1sc(NC(=O)CSc2n[nH]c(CC)n2)nc1C | 11% | -14% | 1 | 6% | -20% | 8% | 13 | -2% | 38%[activator]
Cc1ccc(C(c2cccc(Br)c2)c2c(C)[nH]c3ccccc23)s1 (stereo not drawn) | · | 4% | -16 | ? | -6% | · | · | 0% | 10µM*
O=C(Nc1cc(-c2ccccc2)nn1-c1ccccc1)c1ccccc1F | 0% | 15% | 1 | 27% | -17% | 8% | 36 | 3% | ?
CN(C)c1nc(OCCNC(=O)Nc2ccccc2)nc(N(C)C)n1 | -15% | -2% | 7 | -1% | i | 2% | -9 | -5% | 29%
COCCn1nnnc1CN1CCC(NC(=O)Nc2cccc(OC)c2)CC1 | 0% | -5% | -2 | 14% | i | 1% | ? | -5% | 0%
O=c1c2cnn(-c3ccccc3)c2nnn1Cc1ccccn1 | 0% | -30% | -6 | 29% | -31%[inhibitor] | -7% | -25 | 71% | -3%
Clc1cccc(-c2ccc(CNCCCN3CCOCC3)o2)c1 | 10% | -14% | -23 | -8% | i | 1% | -80* | 14% | ?
O=C(NCc1ccccc1)c1c(O)c2cccc3c2n(c1=O)CCC3 | 19% | -27% | -9 | -19% | -6%[57.5 µM] | 2% | -5 | -1% | -21%
O=C(OCC1CCCO1)c1ccc2c(c1)N(Cc1cccc(F)c1)C(=O)c1ccccc1S2(=O)=O (stereo not drawn) | · | 2% | 3 | 17% | i | · | · | 0% | -1%
CSc1ccc(/C=C(/NC(=O)c2ccccc2)C(=O)N2CCN(C)CC2)cc1 | 0% | 0% | 0 | 15% | -20% | -5% | 2 | -19% | -11%
CC(C)CN1C(=O)c2ccc(C(=O)Nc3ccccc3C(=O)O)cc2C1=O | -16% | ? | 19 | -18% | -31%[inhibitor] | -2% | 92 | -6% | 65%[activator]
Cc1ccc(C)c(C(=O)c2c(N)c(-c3nc(-c4ccc5c(c4)OCO5)cs3)c3ccccn23)c1 | · | 13% | -9 | 7% | i | · | · | 0% | 8%
CCC(=O)Nc1nnc(S(=O)(=O)N2c3ccccc3CC2C)s1 (stereo not drawn) | 1% | 2%&21% | -2&-3 | 11%&12% | i | -3% | -13 | 1%&-8% | -8%&5%
CCc1ccc(-n2nc(CO)c(C(=O)NC(C)c3ccc(Cl)cc3)n2)cc1 (stereo not drawn) | · | · | 3 | 6% | i | · | · | -13% | 14%
COc1ccc(-c2noc(N3CCC(C(=O)Nc4ccccc4OC)CC3)n2)cc1 | -3% | 8% | 4 | 3% | -34%[inhibitor] | -5% | 19 | -22% | ?
CC1(C(=O)NS(=O)(=O)c2cccs2)CCN1C(=O)c1cccc(F)c1 (stereo not drawn) | -10% | 1% | 4 | 9% | -37%[inhibitor] | 11% | 27 | 6% | 20%
CCN1CCN(C(=S)NC(C)c2ccccc2)CC1 (stereo not drawn) | -1% | 12% | -12 | 5% | i | 0% | -13 | -2% | -16%
CCOC(=O)c1[nH]c2ccccc2c1NC(=O)c1ccc(OCC)cc1 | · | 25% | -3 | 9% | -32%[inhibitor] | -6% | · | -1% | -8%
COc1cc(/C=C(\NC(=O)c2ccccc2)C(=O)Nc2cccc(O)c2)c([N+](=O)[O-])cc1OC | -1% | 9% | 2 | -5% | -12%[57.5 µM] | -8% | 13 | -9% | 16%
O=C(CCS(=O)(=O)c1ccc(Cl)cc1)Nc1nc(-c2ccncc2)cs1 | 7% | -14% | 3 | 25% | -23% | -3% | 29 | -18% | ?
COc1cccc(CNc2ccc(S(=O)(=O)Nc3nccs3)cc2)c1O | 0% | -10% | -4 | 23% | i | 0% | -29 | -10% | 53%[activator]
CCC/C=C/c1ccc(CN2C(C)C(=O)N(Cc3cn(CCC4OCCCO4)nn3)CCS2(=O)=O)cc1 (stereo not drawn) | 4% | 0% | -2 | 0% | i | -1% | -10 | 2% | ?
CCOC(=O)C(C)C(C)=O (stereo not drawn) | -8% | ? | -12 | 16% | i | 8% | -11 | -36% | -48%
CCCCOC(=O)Nc1nnc(/C=C/c2ccc(OC)cc2)s1 | -11% | 10% | 12 | 4% | 0% | -3% | 1 | 0% | -11%
CC(C)n1c(NCc2ccc(N(C)C)cc2)nc2ccccc21 | 1% | -10% | -7 | 23% | -14% | -1% | 1 | 4% | ?
COc1ccccc1NC(=O)NNC(=O)c1ccc2ccccc2c1O | -2% | 0% | 2 | -4% | -8% | 4% | 13 | 8% | 11%
Cc1cccc2sc(N(CCCN(C)C)C(=O)CCc3ccccc3)nc12 | 5% | 16µM* | -13 | -26% | i | -13% | -23 | ? | 2.8µM*
CCCCn1c(SCC(=O)Nc2cc(C)on2)nnc1-c1cccs1 | 1% | ? | 3 | 18% | i | 13% | 0 | 4% | 8%
O=C1NC(=S)S/C1=C/c1ccc(OC(=O)c2ccco2)cc1 | -6% | 18% | 4 | -25% | i | 0% | -6 | -24% | 18%
COc1ccc(NC(=S)NCc2cccs2)cc1 | 2% | 1% | 3 | 27% | -8% | 4% | 4 | -2% | -34%
C[C@H]1CN([C@@H](C)CO)C(=O)CCCn2cc(nn2)CO[C@@H]1CN(C)C(=O)Nc1cccc(Oc2ccccn2)c1 | 8% | 12% | -3 | 19% | -9% | 1% | -23 | -9% | 3%
CCCCOc1ccc(C(=O)Nc2ccc(N3CCN(C(C)=O)CC3)cc2)cc1 | -5% | 2.6µM* | -2 | ? | i | -1% | -2 | -6% | 1%
CC(O)/C=C/C1OC(=O)CC1Nc1ccc(C=O)cc1 (stereo not drawn) | 2% | -16% | 27 | 5% | -3% | 1% | -8 | 0% | 12%
O=C(CN1C(=O)c2ccccc2S1(=O)=O)c1ccc(F)c(F)c1 | 3% | ? | -6 | 16% | -45% | -4% | 3 | -4% | -25%
COc1ccc(CC2(C)OC(c3ccc([N+](=O)[O-])cc3)=NN2C(C)=O)cc1 (stereo not drawn) | -3% | ? | -15 | 5% | -23% | 0% | 4 | 9% | ?
Cc1ccc(C(=O)CCC(=O)OCC(=O)Nc2ccc3[nH]c(=O)[nH]c3c2)cc1 | -3% | 4% | 2 | -1% | i | 5% | -9 | 14% | 9%
COC(=O)c1cc2c(C)cc3ccc(C)cn3c-2c1C(=O)OC | -2% | -10% | -4 | 18% | i | 13% | 14 | 26% | 10%
O=C(CC[C@H]1O[C@@H](n2ccc(=O)[nH]c2=O)[C@H](O)[C@@H]1O)NCC1CCCO1 (stereo partly drawn) | -6% | 14% | -2 | 11% | -15% | 7% | -17 | -6% | 28%
Cc1ccccc1Cn1c(CN2CCC(C(=O)NCc3ccc(Cl)cc3)CC2)cc2ccccc21 | · | -4% | -2 | 2% | i | · | · | 6% | ?

Next part
SMILES | aSyn yeast inh | KB-V1 MDR tox | D3 ag | TDP43 rescue | PTHR1 agonist | GLP-1R agonist | D3 antag | GLP1R cytotox | GLP-1R inv ag
O=C(CCN1C(=O)/C(=C\c2ccccc2Cl)SC1=S)N1CCN(c2ccccc2)CC1 | -1% | ? | -2 | 16% | i | 13% | -21 | 2% | -2%
COc1ccc(C(=O)Nc2cc(OCc3ccccc3)c(Cl)cc2Cl)cc1 | -10% | -5% | -7 | 6% | -20% | -26% | 6 | 1% | 6%
Cc1cccc(NC(=O)Nc2ccc(C#N)cc2)n1 | -2% | ? | -12 | 5% | -23% | 0% | 0 | 1% | 8%
CCOC(=O)c1cc(-c2ccccc2)n(CCC(=O)NCCc2ccccc2)c1C | · | · | -26 | 25% | -10% | · | · | 4% | ?
